IDE cell inh: inhibitors of human insulin-degrading enzyme in cells; P14735; HEK cells, FAbetaB cleavage, fluorescence polarization; inhibition, % at 5.59 µM; 320,000 tested, 0.41% active;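 active means percent inhibition above the average of all tested compounds plus 3 SD, set per screening campaign, cut at about 16% in these data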;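 further: IDE supplied by intact live HEK cells; FP after avidin binding of uncleaved biotin substrate so inhibition keeps polarization high; 0% = DMSO wells and 100% = 60 µM reference IDE inhibitor Ii1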
Target sequence (P14735 whole entry, looked up): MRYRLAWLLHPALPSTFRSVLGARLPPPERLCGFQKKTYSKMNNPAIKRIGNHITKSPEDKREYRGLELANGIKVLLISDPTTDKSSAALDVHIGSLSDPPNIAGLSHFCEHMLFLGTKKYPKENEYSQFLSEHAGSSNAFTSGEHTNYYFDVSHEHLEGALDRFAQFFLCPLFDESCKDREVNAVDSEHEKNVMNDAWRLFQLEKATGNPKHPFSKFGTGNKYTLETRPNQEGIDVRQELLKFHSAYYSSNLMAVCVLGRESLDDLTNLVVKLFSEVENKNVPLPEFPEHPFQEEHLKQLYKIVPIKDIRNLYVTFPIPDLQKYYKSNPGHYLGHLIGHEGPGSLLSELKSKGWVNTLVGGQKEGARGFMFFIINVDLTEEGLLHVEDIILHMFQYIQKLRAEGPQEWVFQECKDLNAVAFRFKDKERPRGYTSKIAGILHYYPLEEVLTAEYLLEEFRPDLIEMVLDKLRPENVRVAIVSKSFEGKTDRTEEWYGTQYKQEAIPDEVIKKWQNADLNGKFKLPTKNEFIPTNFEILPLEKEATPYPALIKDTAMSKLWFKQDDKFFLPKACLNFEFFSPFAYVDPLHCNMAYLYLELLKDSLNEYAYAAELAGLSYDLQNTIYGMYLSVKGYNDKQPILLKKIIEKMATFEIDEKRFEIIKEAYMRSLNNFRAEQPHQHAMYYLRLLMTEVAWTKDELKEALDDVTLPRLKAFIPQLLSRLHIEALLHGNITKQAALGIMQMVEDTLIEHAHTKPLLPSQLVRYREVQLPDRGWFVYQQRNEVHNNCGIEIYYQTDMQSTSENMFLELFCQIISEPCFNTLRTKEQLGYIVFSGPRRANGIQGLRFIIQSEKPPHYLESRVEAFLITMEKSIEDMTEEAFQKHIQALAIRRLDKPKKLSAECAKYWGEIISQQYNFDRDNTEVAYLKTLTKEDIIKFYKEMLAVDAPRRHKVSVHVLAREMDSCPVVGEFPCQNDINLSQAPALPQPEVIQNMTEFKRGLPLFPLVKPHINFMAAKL
IMP-1 inh: blocks Pseudomonas aeruginosa IMP-1 metallo-beta-lactamase | purified IMP-1, nitrocefin hydrolysis, epi-absorbance fluorescence | AID 1556 | inhibition, % at 5.6 µM | 290,000 tested, 0.45% active;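 active means inhibition above the mean plus 3 SD of all compounds in the same screening run, cut at about 4.5% in these data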;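 further: 0% = IMP-1 with DMSO and 100% = DMSO wells lacking enzyme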
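system = purified recombinant IMP-1 beta-lactamase | amount = 0.2 nM IMP-1, as dispensed | medium = HEPES buffer pH 7.1 with ZnSO4 and Brij 35 | times = 25 °C, 15 min preincubation, 25 min reaction | detection = plate fluorescence quenching by hydrolysis product, ex 480/em 530 nm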
NS3 helicase inh: HCV NS3 helicase inhibition; inhibition, % at 10.9 µM; 290,000 tested, 0.56% active; NS3 helicase DNA unwinding, Cy5 molecular beacon fluorescence;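 active means inhibition above the mean of all tested compounds plus 3 SD, set per campaign, cut at about 35% in these data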;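 further: 0% = DMSO wells and 100% = thioflavine S control wells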
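Measured by: Cy5 fluorescence, 0 and 60 min reads / Assay system: NS3 helicase fragment of HCV / Control set: low DMSO, high thioflavine S at 110 µM / Times: 1 h reaction at 25 °C, ATP-initiated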
FID counter: counter-screen for HCV NS3 helicase inhibitors: DNA intercalator displacement. DNA fluorescent intercalator displacement, fluorescence. inhibition, % at 7.9 µM. 290,000 tested, 0.17% active. AID 1845; in the data active means inhibition above about 37%;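 further: 0% = vehicle and 100% = reference compound; higher means more ethidium bromide displaced from hairpin DNA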
SUMO HTRF inh: SUMOylation inhibition. P63279. HTRF SUMOylation assay, SAE1/SAE2 + UBC9, in vitro. inhibition, % at 35 µM. 290,000 tested, 0.36% active. AID 2006; in the data active means inhibition above about 50%, passing the limit was not always enough; further: strong numbers were not always called active
M18AAP inhibitor: PfM18AAP enzyme inhibition; 290,000 tested, 1.2% active; recombinant PfM18AAP, H-Glu-NHMec fluorogenic cleavage; inhibition, % at 7.35 µM;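 active means inhibition above the campaign mean inhibition over all tested compounds plus 3 SD, cut at about 28% in these data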;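 further: 0% = plate median of test compound wells and 100% = 2 mM ZnCl2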
VIM-2 inhibitor: blocks Pseudomonas aeruginosa VIM-2 metallo-beta-lactamase; purified VIM-2, nitrocefin hydrolysis, epi-absorbance fluorescence; inhibition, % at 5.6 µM; 290,000 tested, 0.89% active;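 active means inhibition above the mean of all tested compounds plus 3 SD, cutoff set per screening run, cut at about 7.5% in these data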;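 further: red hydrolysis product quenches plate fluorescence so inhibitors raise well fluorescence; 0% = enzyme with DMSO and 100% = DMSO without enzyme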
IDE act: boosts human insulin-degrading enzyme activity in HEK cells | AID 493087 | 340,000 tested, 0.073% active | activation, % at 5.96 µM | FAbeta-B cleavage, fluorescence polarization; 0% vehicle, 100% cell-free pure enzyme wells;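 active means activation above the mean of all tested compounds plus 3 SD, set per screening campaign, cut at about 17% in these data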
pCIP destab: compounds decreasing mouse p/CIP protein stability | Q05BA5 | F442A p/CIP-EGFP cells, EGFP fluorescence, 16 h | decrease of EGFP signal, % at 10 µM | 290,000 tested, 0.01% active | AID 1984;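 active means EGFP signal decrease of at least 30% at 10 µM or well 3 SD below plate mean, unless failing retest; inactive means the rest, including hits failing retest or dose response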; further: some compounds called inactive have numbers as strong as hits; many of its hits are not listed in these tables
Active calls of the source: *; x = no result given.

SMILES	IDE cell inh	IMP-1 inh	NS3 helicase inh	FID counter	SUMO HTRF inh	M18AAP inhibitor	VIM-2 inhibitor	IDE act	pCIP destab
COc1cccc(/C=N/NC(=O)CC(=O)NCCc2ccccc2)c1OC	-1	-0.7	-3	-23	12	-6	-0.9	-2	-7
CCCOCCOC(=O)C1=C(C)NC(=O)NC1c1cc(Cl)c(O)c(OC)c1 (configuration not stated)	-2	1.7	-2	-10	20	16	-0.6	1	-2
CCC[C@@H]1C[C@@]1(CCC)[C@@H](NC(=O)c1ccccc1)c1ccc(C(=O)OC)cc1	1	0.7	0	-18	8	1	-0.3	4	0
COc1ccc(Br)c(-c2nnc(CS(=O)(=O)c3ccccc3)o2)c1	1	-1.6	-7	-27	-8	-2	-1.1	1	-1
CCCC(=O)NCCc1cc2ccc(C)c(C)c2[nH]c1=O	4	-4.0	8	1	-2	-5	-2.1	1	-4
Cc1ccc(CCNC(=O)c2cc(S(=O)(=O)N3CCOCC3)cn2C)cc1	2	0.2	0	-19	10	-2	-1.4	-2	4
O=C(Cc1ccc(-c2ccccc2)cc1)NCCN1CCOCC1	8	-2.2	-6	3	14	-6	-0.9	4	5
C=CCn1c(CSCc2ccccc2)nnc1SCC(=O)N1CCN(c2ccccc2)CC1	0	-4.8	-5	-36	15	2	-4.3	-5	1
CCCCS(=O)CC(O)COc1ccc(C(C)(C)C)cc1 (configuration not stated)	-2	-0.1	4	-27	-4	-3	-0.9	3	-5
C/C(N)=C(/C#N)C(=O)COc1ncnc2ccccc12	-1	-2.6	-2	0	x	4	-4.6	6	x
O=C(CSc1nc2cc(Cl)ccc2c(=O)n1Cc1ccco1)Nc1ccc(S(=O)(=O)N2CCOCC2)cc1	3	-3.5	-1	-5	-15	4	-2.8	-5	-2
O=C(CCS(=O)(=O)c1ccccc1)N1CCN(c2ccccc2)CC1	4	-3.9	5	-24	-6	2	-3.7	7	-13
Cc1cccc(C)c1NC(=O)CN(C)C(=O)c1ccc(COc2ccccc2)cc1	1	-0.9	-12	-23	6	-2	-0.5	5	-5
CCC(C)(C)n1nnnc1C(c1ccc(Cl)cc1)N1CCN(C)CC1 (configuration not stated)	4	0.8	-14	35	28	-8	2.6	5	-12
CC(=O)c1ccc(NC(=O)c2ccc(S(=O)(=O)c3ccccc3)cc2)cc1	1	-2.9	-3	-7	-6	-2	-1.9	2	7
CCN(CC)c1ccc(/C=N/N2CCN(Cc3ccccc3Cl)CC2)cc1	3	0.8	-11	-3	-17	8	-1.4	1	-3
Cn1nc(NC(=O)CC23CC4CC(CC(C4)C2)C3)c2c(F)cccc21	7	-0.4	-1	-13	27	1	-2.9	2	-14
CCCc1nc2nc(C)c(NS(=O)(=O)c3ccc4c(c3)CCCC4)c(=O)n2[nH]1	1	0.0	7	-35	8	2	-0.8	1	2
COC(=O)c1ccc(C(=O)N=c2sccn2C)cc1	1	-1.5	0	-11	13	1	-1.2	-3	-12
O=C(NC(=S)Nc1ccccc1N1CCOCC1)c1ccc(-c2cccc(Cl)c2)o1	-7	-3.4	-4	6	-5	1	-3.8	3	-8
COc1ccc(N2C(=O)[C@@H]3[C@H](C2=O)[C@H]2c4ccccc4C=CN2[C@@H]3C(C)=O)cc1	8	-2.0	8	-5	72	4	-1.9	-1	-6
CC1(C)CC2CC(C)(CN2C(=O)NC(=O)c2ccccc2)C1 (configuration not stated)	-8	-3.1	3	-11	8	-9	-0.3	2	-4
COc1ccc(NC(=O)C2CCN(C(=O)C3CC(=O)N(c4ccc(C)cc4)C3)CC2)cc1 (configuration not stated)	x	-2.8	-5	-34	-4	4	-3.7	-2	-11
CCn1nc(C)cc1-c1n[nH]c(=S)n1N	0	-3.3	-2	1	11	1	-4.6	-1	-4
Cc1ccc(NC(=O)COc2ccc(Br)cc2C)cc1	9	-2.9	-11	-10	-9	1	-2.8	5	-3
COCCN1C(=O)N[C@@H](c2ccccc2)C(C(C)=O)=C1C	1	-2.5	8	-7	-1	-1	-3.1	x	2
COc1cccc(Cn2cc(/C=N/NC(=O)c3cc(O)cc(O)c3)c3ccccc32)c1	-3	-0.8	0	-13	-14	4	-2.1	6	7
COc1ccc(NC(=O)CN2C(=O)CSc3ccc(S(=O)(=O)N4CCCC4)cc32)cc1OC	6	-2.7	0	-14	x	-4	-2.5	2	-12
CCCCC(=O)NC1=NC(=O)C(C)(C)S1	3	-4.9	7	-4	-12	-3	-2.2	4	-13
COc1ccc(NC(=O)CN2CCN(CC(=O)Nc3ccc(F)cc3)CC2)cc1Cl	1	-3.2	-20	-9	-2	-1	-3.3	3	-7
Nc1c(C(=O)NCC2CCCO2)sc(=S)n1-c1ccccc1 (configuration not stated)	1	-5.2	-1	-2	10	-13	-4.9	6	-18
O=C1N(c2ccccc2)C(c2ccccc2)N2CCCN12 (configuration not stated)	-3	0.6	-4	-5	6	-9	0.6	6	0
C/C(=N\NC(=O)C1COc2ccccc2O1)c1ccccn1 (configuration not stated)	1	-3.5	-8	-5	-10	6	-5.3	3	8
CCNC(=O)Nc1nc2ccccc2s1	4	-2.4	-12	1	9	6	-0.9	2	2
CC(=O)c1cc(-c2ccccc2)n(CCC(=O)NC(C)(C)C)c1C	2	-1.9	6	-14	-10	-14	0.4	-8	22
CC(NC(=O)c1noc2c1CCCCC2)c1ccccc1 (configuration not stated)	2	-3.8	1	-11	-6	4	-3.7	5	-5
O=C(NCc1ccc(Cl)cc1)C1CCC(=O)N(C2CCCCCC2)C1 (configuration not stated)	2	-1.4	1	-32	11	-16	-0.1	3	-30
NS(=O)(=O)c1ccc(CCNC(=S)NC2CCCCC2)cc1	-2	-1.9	-21	-7	-6	-1	-1.9	13	-8
CCOCCCNC(=O)/C(C#N)=C/c1ccc(C)o1	7	-3.5	3	-6	-1	7	-3.2	-3	-5
COc1cccc(N2CCN(C(=O)c3ccc(=O)oc3)CC2C)c1 (configuration not stated)	-4	-2.8	15	5	10	8	-2.5	4	-15

Among those listed so far, 5 have two or more sulfur atoms:
SMILES	IDE cell inh	IMP-1 inh	NS3 helicase inh	FID counter	SUMO HTRF inh	M18AAP inhibitor	VIM-2 inhibitor	IDE act	pCIP destab
C=CCn1c(CSCc2ccccc2)nnc1SCC(=O)N1CCN(c2ccccc2)CC1	0	-4.8	-5	-36	15	2	-4.3	-5	1
O=C(CSc1nc2cc(Cl)ccc2c(=O)n1Cc1ccco1)Nc1ccc(S(=O)(=O)N2CCOCC2)cc1	3	-3.5	-1	-5	-15	4	-2.8	-5	-2
COc1ccc(NC(=O)CN2C(=O)CSc3ccc(S(=O)(=O)N4CCCC4)cc32)cc1OC	6	-2.7	0	-14	x	-4	-2.5	2	-12
Nc1c(C(=O)NCC2CCCO2)sc(=S)n1-c1ccccc1 (configuration not stated)	1	-5.2	-1	-2	10	-13	-4.9	6	-18
NS(=O)(=O)c1ccc(CCNC(=S)NC2CCCCC2)cc1	-2	-1.9	-21	-7	-6	-1	-1.9	13	-8

Remaining list, next part.
SMILES	IDE cell inh	IMP-1 inh	NS3 helicase inh	FID counter	SUMO HTRF inh	M18AAP inhibitor	VIM-2 inhibitor	IDE act	pCIP destab
O=C(Nc1ccc(N2CCOCC2)cc1)Nc1ccc(Cl)c(Cl)c1	7	-3.7	-2	5	-14	14	-3.2	-3	-2
Nc1nn(S(=O)(=O)c2ccccc2)cc1-c1ccc([N+](=O)[O-])cc1	0	-1.3	-17	4	4	-12	0.0	3	-15
OCCN(CCO)CC(O)COc1ccc2c(c1)OCO2 (configuration not stated)	0	-0.2	1	-1	14	8	-5.2	2	-13
O=C(CSc1nnc2ncccn12)N1CCCCCC1	3	-7.3	0	-1	17	4	-2.0	-3	7
CN(C)c1ccc(NC(=O)c2ccc3nsnc3c2)cc1	7	0.3	-6	8	-16	-1	2.1	-1	-5
O=C(NC1CCCC1)C(c1ccc(F)cc1)N(C(=O)Cc1cccs1)c1ccc2c(c1)OCCO2 (configuration not stated)	3	-0.6	2	-3	28	1	-2.6	-4	-1
COc1ccccc1CNC(=O)N1CCN(c2ccccc2C)CC1	2	52*	-5	-25	-14	-4	1.1	-1	-7
COc1cc(/C=N/NC(=S)Nc2cccc(Cl)c2C)ccc1OCC(=O)N1CC(C)OC(C)C1 (configuration not stated)	0	-0.9	-4	-37	-18	2	-1.4	9	-10
COc1cc(C)c(Cl)cc1S(=O)(=O)NCC1CCCO1 (configuration not stated)	-3	-3.0	-3	-9	-16	-1	0.2	6	-1
O=C(Nc1ccc2c(c1)OCCO2)N1CCN(c2ccc(F)cc2)CC1	2	-2.4	-2	-13	1	0	-8.6	-6	-7
COc1ccc(C2CC(C(F)(F)F)n3nc(C(=O)O)c(Cl)c3N2)cc1OC (configuration not stated)	-2	-4.3	-5	-3	13	-1	-1.2	18*	-4
Cc1ccc(-c2nn(CCC(=O)O)cc2/C=C\C(=O)c2ccc(Br)cc2)cc1	1	-2.1	-32	-8	9	-1	-2.5	-1	0
COc1ccc(N2C(=O)CC(Sc3nnc(-c4ccccc4)o3)C2=O)cc1 (configuration not stated)	8	-1.9	-14	-12	13	-71	2.2	-19	-14
CCOC(=O)c1cccc(NC(=O)CN(c2ccc(C)cc2)S(=O)(=O)c2c(C)noc2C)c1	0	-3.4	-27	-22	-25	-1	-3.3	3	-8
CCN(C(=O)COc1ccccc1[N+](=O)[O-])C1CCS(=O)(=O)C1 (configuration not stated)	-1	-1.7	8	-1	2	2	-4.2	1	1
Cc1nc(C)c(C(=O)Nc2ccc(Oc3ccccc3)cc2)o1	0	-4.2	8	-10	14	1	-3.6	-2	-10

For convenience, some entries already given:
SMILES	IDE cell inh	IMP-1 inh	NS3 helicase inh	FID counter	SUMO HTRF inh	M18AAP inhibitor	VIM-2 inhibitor	IDE act	pCIP destab
COc1cccc(/C=N/NC(=O)CC(=O)NCCc2ccccc2)c1OC	-1	-0.7	-3	-23	12	-6	-0.9	-2	-7
CCCOCCOC(=O)C1=C(C)NC(=O)NC1c1cc(Cl)c(O)c(OC)c1 (configuration not stated)	-2	1.7	-2	-10	20	16	-0.6	1	-2
CCC[C@@H]1C[C@@]1(CCC)[C@@H](NC(=O)c1ccccc1)c1ccc(C(=O)OC)cc1	1	0.7	0	-18	8	1	-0.3	4	0
